PglD DTNB: inhibitors of Campylobacter jejuni PglD acetyltransferase; purified PglD enzyme, DTNB colorimetric CoA detection; inhibition, % at 12.5 µM; actives 0.098% (n = 360,000); in the data active means inhibition above about 16%, passing the limit was not always enough; further: strong numbers were not always called active
PGC1a acetyl inh: lowers PGC1a acetylation signal in U2OS cells; AlphaScreen anti-acetyl-lysine; with virally co-expressed GCN5 acetyltransferase; inhibition, % at 15.6 µM; actives 0.17% (n = 350,000); AID 651687;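 active means every replicate shows inhibition of at least 40%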;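 further: 0% = neutral control wells and 100% = positive control wells; some results beyond the cut were filed as inactive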
C2C12 statin: suppressors of simvastatin-induced myotoxicity in C2C12 myotubes; rescue of ATP level, % at 7.49 µM; actives 0.78% (n = 330,000); ATP luminescence, 48 h; scaled: DMSO 0, geranylgeraniol control 100;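 active means mean ATP rescue above about 67%, or every replicate alone reaching that limit, limit read from the data, passing the limit was not always enough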;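 further: myotubes were challenged with 10 µM simvastatin during compound exposure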
FN deposit inh: fibronectin deposition inhibition; actives 0.086% (n = 350,000); AH1F fibroblasts, Alexa488-fibronectin deposition fluorescence, overnight; inhibition, % at 12.6 µM;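 active means mean inhibition across replicates of 30% or more, regardless of how many single replicates reach that level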;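 further: positive control wells lacked labelled fibronectin entirely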
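Material: AH1F fibroblast monolayer depositing Alexa488-labelled fibronectin into matrix / Amount: 10000 AH1F cells per well / Signal: fluorescence 485/525 nm / Medium: DMEM, 2% serum / Compound: single dose, pinned / Incubation: 1 h cell adhesion before compound, then overnight fibronectin incubation / Reagent: Alexa488-FN, 24 nM final / Read-out: inhibition of fibronectin deposition signal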
INS-1E GSIS act: GLuc luminescence reporter in INS-1E cells, primary screen for activators of glucose-dependent secretion of insulin. AID 743287. actives 0.61% (n = 370,000). activation, % at 16.6 µM. INS-1E GLuc reporter insulin secretion, 2-3 h;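 active means lowest replicate activation of at least 40%, so every replicate reaches that level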;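 further: 0% = median of neutral control wells and 100% = median of IBMX positive control wells; some compounds called inactive have numbers as strong as hits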
CFTR F508del cor: correctors of CFTR F508del function in bronchial epithelial cells. CFBE cells, YFP halide quenching; stimulated with forskolin plus potentiator P3; % fluorescence drop versus neutral controls. activity (quench increase), % at 7.58 µM. actives 0.36% (n = 350,000). AID 720511;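 active means mean added fluorescence quench of at least 8% versus neutral control, with both replicates also reaching 8%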;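 further: cells transiently co-express mutant CFTR-F508del with the halide-sensitive YFP; corrector assay measuring rescue of mutant channel to the surface after 24 h compound exposure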
Cneo AK release: Cryptococcus neoformans lysis via adenylate kinase release; C. neoformans lysis, adenylate kinase release luminescence, 4 h; normalised: neutral wells 0, clomiphene wells 100; lysis activity, % at 15 µM; actives 0.2% (n = 360,000);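 active means mean lysis activity across replicates of at least 80%, whatever share of replicates individually reach that level; inactive means mean lysis activity below 80%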
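Schedule: static 4 h at 37 °C with compound, 1 h detection; system: C. neoformans cells; benchmarks: Clomiphene as positive control; buffer or medium: fresh YPD medium; measure: luminescence rise reflecting yeast cell lysis; measured by: luminescent adenylate kinase detection reagent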
miR-122 sensor: miR-122 inhibition in Huh7 cells; activation (reporter increase), % at 12.5 µM; actives 0.3% (n = 340,000); AID 602342; Huh7 miR-122 Renilla luciferase sensor, 48 h; neutral wells = 0, positive control = 100;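 active means mean replicate activation score at least 90 and every replicate individually at or above 90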;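 further: higher luciferase means less miR-122 activity so hits act as miR-122 inhibitors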
An asterisk follows results filed as active; · = not tested or not shown; & = joins results of further samples; [ ] = another dose, or the depositor's remark. The order is random, and some 2.1% of all compounds hit somewhere here.

SMILES	PglD DTNB	PGC1a acetyl inh	C2C12 statin	FN deposit inh	INS-1E GSIS act	CFTR F508del cor	Cneo AK release	miR-122 sensor
CC(=O)c1cccc(NC(=O)CC2S/C(=N/N=C3CCCCCC3)NC2=O)c1 (stereo unspecified)	3.9	-2.9	·	0.0	27.4	0.7	-0.5	-6.0
Cc1cnc(CNC(=O)c2ccc3nc([C@@H]4O[C@H](CO)[C@H](O)[C@H](O)[C@H]4O)[nH]c3c2)cn1	0.5	2.2	4.0	1.5	-0.8	0.0	1.2	-5.8
O=C1CC(Nc2ccc(N3CCOCC3)cc2)C(=O)N1C1CCCCC1 (stereo unspecified)	2.1	-7.3	·	·	·	·	6.8	-5.6
O=C(NCC[C@H]1CC[C@H](NS(=O)(=O)c2cccc(F)c2)[C@H](CO)O1)C1CCCCC1	-2.3	3.1	0.8	-2.4	-11.9	-1.3	0.2	·
O=S(=O)(c1ccc(Nc2ccc(-c3ccc4c(c3)OCCO4)nn2)cc1)N1CCCC1	-2.6	-22.6	-4.4	·	3.5	4.3	-4.3	22.0
O=C(CCN1CCN(S(=O)(=O)c2cccc([N+](=O)[O-])c2)CC1)Nc1ccccc1F	-3.0	-4.4	8.6	10.4	4.4	3.2	0.7	8.5
CC(=O)c1sc(-c2ccc(Cl)cc2)nc1C	·	-4.7	·	-7.5	2.6	-1.2	·	-1.2
CSCCC(C(=O)OC1CCOC1=O)N1C(=O)c2ccccc2C1=O (stereo unspecified)	-5.4	·	3.4	5.7	-3.8	-5.0	-0.2	-7.1
CCCNC(=O)C[C@H]1CC[C@H]2[C@@H](COc3ccc(NC(=O)Cc4cccs4)cc3C(=O)N2C)O1	-2.4	-6.8	3.5	-0.8	-3.7	-1.9	-2.7	-30.0[16.7 µM]
Cc1ccc(C(=O)Nc2nc(=O)n(C(=O)c3ccccc3C)s2)cc1	-3.5	-3.3	-65.2	·	·	·	0.3	-1.0
NC(=O)c1ccc(NC(=O)COC(=O)c2c3c(nc4ccccc24)/C(=C\c2cccs2)CCC3)cc1	·	-6.6	2.5	6.5	1.6	·	·	-1.3
O=C1CN(C(=O)c2ccc(F)c(S(=O)(=O)N3CCOCC3)c2)c2ccccc2N1	·	3.7	·	-0.9	4.3	2.4	·	·

Fetched by structure from the entries so far (2):
SMILES	PglD DTNB	PGC1a acetyl inh	C2C12 statin	FN deposit inh	INS-1E GSIS act	CFTR F508del cor	Cneo AK release	miR-122 sensor
Cc1cnc(CNC(=O)c2ccc3nc([C@@H]4O[C@H](CO)[C@H](O)[C@H](O)[C@H]4O)[nH]c3c2)cn1	0.5	2.2	4.0	1.5	-0.8	0.0	1.2	-5.8
CC(=O)c1sc(-c2ccc(Cl)cc2)nc1C	·	-4.7	·	-7.5	2.6	-1.2	·	-1.2

The listing continues:
SMILES	PglD DTNB	PGC1a acetyl inh	C2C12 statin	FN deposit inh	INS-1E GSIS act	CFTR F508del cor	Cneo AK release	miR-122 sensor
CC(C)(C)c1ccc(-n2ncc3c2CCCC3NC(=O)CCC2=NNC(=O)CC2)cc1 (stereo unspecified)	1.4	-9.8	-16.5	-7.9	-27.9	0.5	-0.3	-2.4
Cc1ccc(NC(=O)C2CCCN(S(=O)(=O)c3ccc(-n4cnnn4)cc3)C2)cc1 (stereo unspecified)	-0.7	6.0	-13.6	-1.1	4.4	1.0	1.9	-0.9
O=C(Nc1ccc2oc(-c3cccnc3)nc2c1)c1cc2ccccc2o1	-2.0	2.3	-7.9	·	·	·	-0.6	3.8
CCCN1C[C@@H](C)[C@@H](OC)CN(C)C(=O)c2cc(NC(=O)CC(F)(F)F)ccc2OC[C@H]1C	·	7.3	·	-8.9	16.7	-1.3	·	·
C[C@@H]1CN([C@@H](C)CO)C(=O)c2cc(NC(=O)C3CCCCC3)ccc2O[C@@H](C)CCCCO[C@H]1CN(C)C(=O)CCC(F)(F)F	0.8	-10.3	·	-13.5	-13.7	1.0	-1.4	8.1[16.7 µM]
Cc1sc(N/N=C/c2cccnc2)nc1-c1ccc(Cl)cc1	2.2	4.6	4.3	9.9	·	·	0.7	1.4
Clc1ccc(-c2nnc(CSc3nnc(-c4cccs4)n3Cc3ccccc3)o2)cc1	1.2	0.9	-22.0	2.3	-42.2	0.6	-2.3	-14.2
CCOC(=O)NCN1C(=O)C2C3C=CC(C3)C2C1=O (stereo unspecified)	0.3	3.8	-3.2	·	8.5	·	-0.3	-3.1
Cc1cccc2cc(CN(Cc3ccccc3)C(=O)c3cccc(F)c3)c(Cl)nc12	1.0	-13.5	33.2	-2.7	·	·	5.3	-6.6
c1ccc(-c2ccc(SCc3cccnc3)nn2)nc1	·	3.4	·	6.6	6.2	-1.9	·	·
C/C=C/c1cnc2c(c1)C(=O)N([C@H](C)CO)C[C@H](C)[C@@H](CN(C)C(=O)NC1CCCC1)O2	1.6	-0.3	7.7	·	27.4	1.1	-0.3	-2.3[16.7 µM]
COc1cc(C(=O)Nc2ccccc2N2CCOCC2)ccc1OCC(=O)N1CCOCC1	1.0	-0.4	-9.6	-3.4	30.0	4.0	-6.4	-4.9
COc1ccc(NC(=O)N(C)C[C@@H]2Oc3ccc(NC(=O)CCC(F)(F)F)cc3CC(=O)N([C@H](C)CO)C[C@@H]2C)cc1	2.3	1.8	-7.5	-2.6	12.8	3.9	-36.9	1.6[16.7 µM]
CC(CCc1ccccc1)NC(=O)CC(C)c1ccccc1 (stereo unspecified)	-2.9	·	2.6	0.5	-18.2	-2.1	-1.8	-1.9
Cc1cc(OCC(=O)N(C)C2CCCCC2)ccc1Cl	4.6	1.1	-7.7	4.0	-5.5	1.9	0.0	-2.0
CCS(=O)(=O)N1CC2(CN(C(=O)c3ccc(F)cc3)[C@@H](CO)c3[nH]c4cc(OC)ccc4c32)C1	·	-0.5	·	8.5	-12.7	2.2	·	·
C[C@@H]1CN([C@H](C)CO)C(=O)Cc2cc(NS(=O)(=O)c3cccs3)ccc2O[C@H]1CN(C)C(=O)NC1CCCCC1	-0.7	1.3	-22.4	-8.6	19.4	3.0	-2.4	0.7[16.7 µM]
N#Cc1c2ccccc2nc2ccccc12	-3.8	·	6.0	2.5	3.0	-1.3	-3.0	-0.8
Cc1cccc(N2CC(C(=O)Nc3nnc(SCCC4OCCO4)s3)CC2=O)c1 (stereo unspecified)	-5.6	·	-7.6	-4.4	·	2.0	1.5	0.6
O=C(Nc1cccc(Cl)c1)N[C@@H]1CC[C@@H](CCNC(=O)C2CCOCC2)O[C@@H]1CO	-0.2	-13.9	-2.2	·	-5.6	1.0	1.1	·
CCCC#Cc1cnc2c(c1)C(=O)N([C@H](C)CO)C[C@H](C)[C@H](CN(C)C(=O)NCCC)O2	-1.5	-1.8	8.2	·	1.8	0.1	-1.6	7.8[16.7 µM]
Cn1c(=O)c2cc(S(=O)(=O)NCCC(=O)NCCc3ccc(Cl)cc3)ccc2n(C)c1=O	3.1	-3.4	-4.4	·	-9.8	·	-3.5	4.2
Cc1noc(C)c1S(=O)(=O)N(C)C[C@@H]1OCCCC[C@H](C)Oc2ccc(N(C)C)cc2C(=O)N([C@H](C)CO)C[C@@H]1C	1.4	2.2	47.3	·	·	-0.6	0.7	-5.9[16.7 µM]
Cc1ccc(CN2CCC(N3CC(C)OC(C)C3)CC2)cc1 (stereo unspecified)	2.7	-4.7	-4.0	-2.8	4.5	-1.3	0.4	9.9
COc1ccccc1CNC(=O)COC(=O)Cc1ccc(Cl)cc1	·	1.3	0.2	-2.8	7.1	1.2	·	3.1
O=C(c1cnccn1)N1C[C@H]2[C@@H](c3ccccc31)[C@@H](CO)N2Cc1ccccc1Cl	0.7	-0.7	-8.6	·	2.0	-1.7	0.5	4.9[16.7 µM]
CNc1cc(-c2ccc(OC)nc2)ncn1	0.0	-3.0	3.2	7.4	8.4	1.7	-0.1	-5.8
N#C/C(=C\c1ccc(F)c(F)c1)C(=O)NC1CCCCC1	-8.2	-4.0	·	-5.6	5.8	·	8.1	-0.6
Cc1cc(C(=O)CCC(=O)Nc2cccc(F)c2)c(C)s1	-4.9	·	0.7	·	-21.2	-0.2	-0.2	-4.5
COc1ccc(NC(=O)Nc2ccc3c(c2)CC(=O)N([C@H](C)CO)C[C@@H](C)[C@H](CN(C)S(=O)(=O)c2ccc(F)cc2)O3)cc1	-0.8	-3.7	49.8	-2.9	0.8	1.3	-6.5	3.6[16.7 µM]
CCOc1ccc(NC(=S)NCCCN2CCOCC2)cc1	·	-17.9	-3.9	-1.6	-6.0	1.7	·	-2.6
C/C(=N\Nc1ncc(Cl)cc1Cl)c1ccc(N2CCOCC2)cc1	·	-5.9	·	3.1	2.7	-4.5	·	1.2
Cc1nc(N2CCOCC2)c2oc3ccccc3c2n1	9.3	-3.5	-12.5	6.8	·	·	-3.5	-19.1
CN(C)C(=O)C[C@@H]1C[C@H]2c3cc(NC(=O)C4CCOCC4)ccc3O[C@H]2[C@@H](CO)O1	-1.4	-5.1	4.5	-5.1	-2.2	1.3	37.9	-1.8[16.7 µM]
CCc1ccc(C(=O)NNC(=O)c2ccc(OCC(=O)N3CCOCC3)c(OC)c2)cc1	2.6	-3.6	-8.4	6.3	0.9	0.1	2.6	-1.3
O=C(CN(C(=O)CNC(=O)c1ccco1)c1ccc2c(c1)OCCO2)NC1CCCCC1	·	-4.7	·	4.3	-11.4	0.0	·	·
O=C(CNC(=O)N1CC(=O)Nc2ccccc21)NCCc1cccc(F)c1	-0.6	11.7	-8.0	-2.2	17.3	3.3	-1.5	-1.3
Cc1ccccc1-c1ccc(C2[C@@H]3CN(C(=O)NC4CCCCC4)C[C@H]2N3)cc1 (stereo partly specified)	·	-32.9&-26.6	·	3.9&2.5	13.9&3.7	-4.1&-5.1	·	·
Cc1ccc2nc(NCCO)nc(-c3ccccc3)c2c1	3.1	3.4	3.3	-0.1	·	·	0.5	-15.7

Grouped by structure, the entries above containing an aryl methoxy group (seven)
SMILES	PglD DTNB	PGC1a acetyl inh	C2C12 statin	FN deposit inh	INS-1E GSIS act	CFTR F508del cor	Cneo AK release	miR-122 sensor
COc1cc(C(=O)Nc2ccccc2N2CCOCC2)ccc1OCC(=O)N1CCOCC1	1.0	-0.4	-9.6	-3.4	30.0	4.0	-6.4	-4.9
COc1ccc(NC(=O)N(C)C[C@@H]2Oc3ccc(NC(=O)CCC(F)(F)F)cc3CC(=O)N([C@H](C)CO)C[C@@H]2C)cc1	2.3	1.8	-7.5	-2.6	12.8	3.9	-36.9	1.6[16.7 µM]
CCS(=O)(=O)N1CC2(CN(C(=O)c3ccc(F)cc3)[C@@H](CO)c3[nH]c4cc(OC)ccc4c32)C1	·	-0.5	·	8.5	-12.7	2.2	·	·
COc1ccccc1CNC(=O)COC(=O)Cc1ccc(Cl)cc1	·	1.3	0.2	-2.8	7.1	1.2	·	3.1
CNc1cc(-c2ccc(OC)nc2)ncn1	0.0	-3.0	3.2	7.4	8.4	1.7	-0.1	-5.8
COc1ccc(NC(=O)Nc2ccc3c(c2)CC(=O)N([C@H](C)CO)C[C@@H](C)[C@H](CN(C)S(=O)(=O)c2ccc(F)cc2)O3)cc1	-0.8	-3.7	49.8	-2.9	0.8	1.3	-6.5	3.6[16.7 µM]
CCc1ccc(C(=O)NNC(=O)c2ccc(OCC(=O)N3CCOCC3)c(OC)c2)cc1	2.6	-3.6	-8.4	6.3	0.9	0.1	2.6	-1.3
